Screening results: PubChem, Fisher Drug Discovery Resource Center
hcGAS inh: human cGAS inhibition | 0.081% of 290,000 active | inhibition, % at 12.5 µM | recombinant h-cGAS, ATP depletion, Kinase-Glo luminescence | Q8N884;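 also: 0% = vehicle reaction and 100% = reaction without DNA for no activity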
Target sequence (Q8N884 whole entry, looked up): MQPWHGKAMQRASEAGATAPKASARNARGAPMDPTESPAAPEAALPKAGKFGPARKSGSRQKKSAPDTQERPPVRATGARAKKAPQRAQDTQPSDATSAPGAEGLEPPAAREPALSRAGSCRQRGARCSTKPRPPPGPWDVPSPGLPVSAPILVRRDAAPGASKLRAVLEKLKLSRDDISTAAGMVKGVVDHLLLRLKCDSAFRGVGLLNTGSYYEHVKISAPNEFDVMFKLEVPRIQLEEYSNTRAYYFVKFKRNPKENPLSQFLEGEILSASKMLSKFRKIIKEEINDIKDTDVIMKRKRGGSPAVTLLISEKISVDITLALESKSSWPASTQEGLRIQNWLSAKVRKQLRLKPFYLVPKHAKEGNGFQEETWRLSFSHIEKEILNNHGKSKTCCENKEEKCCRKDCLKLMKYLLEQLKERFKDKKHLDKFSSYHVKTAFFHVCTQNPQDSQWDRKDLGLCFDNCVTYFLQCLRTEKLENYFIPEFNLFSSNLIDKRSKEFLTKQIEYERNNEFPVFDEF
NPYLR7 agonist: mosquito NPYLR7 agonism; HEK293T NPYLR7/Galpha15, GCaMP6s calcium fluorescence; activation, % at 10 µM; 0.15% of 270,000 active; in the data active = activation above about 40%;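 also: 0% = vehicle and 100% = reference agonist at the receptor; some compounds past the cut are filed as inactive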
mcGAS inh: blocks mouse cGAS activity; recombinant cGAS, Kinase-Glo ATP depletion luminescence; inhibition, % at 12.5 µM; 0.15% of 160,000 active; AID 1259399;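 also: 0% = negative control wells and 100% = reference inhibitor with no enzyme activity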
* = called active by the depositor; nt = not tested or not shown; & = joins results of further samples. Rule as the data show it, unless noted: active = inhibition above about 40%; inactive = the rest. Random draw from the library; 0.29% or so of the library scored in one or more.

SMILES	hcGAS inh	NPYLR7 agonist	mcGAS inh
COc1ccc(-c2cnc(NC(C)=O)cn2)cc1	-5	6	nt
O=c1nc(SCc2ccc(Cl)cc2)c2c(n1CC1CCCO1)CCCC2 (centres undefined)	-6	-4	-9
CCOc1cc(/C=C2/SC(N)=NC2=O)cc(Br)c1O	11	13	7
Cc1[nH]c2ccccc2c1S(=O)(=O)CCNC(=O)NC(C)(C)C	-4	5	nt
Cc1nc(-c2ccc(N)cc2)n[nH]1	-4	-8	nt
Cc1sc(NC(=O)COc2ccccc2)c(C#N)c1C	-7	0	-1
COc1cccc(Oc2ccc3c(-c4ccccn4)noc3n2)c1	-8	2	-7
CCOCCC(=O)N1CCN(Cc2cccc(-c3noc(-c4cccc(Cl)c4)n3)c2)CC1	-5	2	-6
CC(C)(C)c1nnc(CN)s1	-7	15	nt
CCCn1c(=O)c2c(C(F)(F)F)cc(-c3ccco3)nc2n(CCC)c1=O	7	0	-1
CN(C)C(=O)c1ccc(-c2ccccc2-c2ccccc2)nc1	-7	-6	-14
CCN(CC)CCNC(=O)c1cc(NC(=O)Nc2cccc(Cl)c2Cl)ccc1N1CCCCC1	-5	29	-6
O=C(CSc1nc(=O)n(CC2CCCO2)c2c1CCCC2)Nc1nc2ccccc2s1 (centres undefined)	-3	-2	1
CCc1ccc(-c2cc3c(SCC(=O)Nc4ccccc4)nccn3n2)cc1	-6	-3	-7
CCN(C)c1ccnc(N2CCN(c3cc(C)nc(N)n3)CC2)n1	-3	-5	-11
CSc1ncc(C(=O)N(C)CC(=O)Nc2c(C)cc(C)cc2C)n1-c1ccccc1	-7	0	-8
COc1ccc2c(c1)CCc1c(-c3ccc(C(=O)N4CC(C)OC(C)C4)cc3)n[nH]c1-2 (centres undefined)	0	nt	-4
CC(C)(C)NC(=O)N1CCN(C(=O)CCN2CCc3sccc3C2c2cccc(F)c2)CC1 (centres undefined)	5	-12	2
COC(=NCCN(C)C)NC(=O)c1ccc(OC)cc1	-3	22	-5
Cc1cc(=O)[nH]c(CCNC(=O)[C@@H](O)c2ccccc2)n1	-5	12	-18
COc1cc(C(=O)N2CCN(C(=O)c3cc(OC)c(OC)c(OC)c3)CC2)cc(OC)c1OC	8	2	nt
C=CCN(CC=C)C(=O)CSc1nc(N)cc(=O)[nH]1	-5	1	nt
CCOc1ccccc1N1CC(c2nc3ccccc3n2CC)CC1=O (centres undefined)	-6	0	nt
O=C(NCCN1CCCC(c2ccccc2)C1)C1CCOCC1 (centres undefined)	-7	2	nt
O=C(CSc1nc2c(c(=O)n1-c1ccc(OC(F)(F)F)cc1)SCC2)NCC1CCCO1 (centres undefined)	-9	-5	-8
CCCc1nc(N2CCN(C(=O)Nc3cccc(Br)c3)CC2)c2c(-c3cccc(C(F)(F)F)c3)noc2n1	-3	21	-6
CC(C)CC(=O)Nc1ccnn1C1CCN(CC2=CC[C@H]3C[C@@H]2C3(C)C)CC1	1	-1	nt
Cc1ccc(-n2ncc3c(=O)n(NC(=O)c4cccc([N+](=O)[O-])c4)cnc32)cc1C	-7	5	nt
COCCCNC(=O)c1cc(NC(=O)c2ccc(Br)cc2)ccc1N1CCCCC1	-5	25	-5
CCOC(=O)C1(C/C=C/c2ccccc2)CCCN(C(=O)c2sc(C)nc2C)C1 (centres undefined)	-11	13	nt

A section taken from the entries so far, as a working copy:
SMILES	hcGAS inh	NPYLR7 agonist	mcGAS inh
COCCCNC(=O)c1cc(NC(=O)c2ccc(Br)cc2)ccc1N1CCCCC1	-5	25	-5
CCOC(=O)C1(C/C=C/c2ccccc2)CCCN(C(=O)c2sc(C)nc2C)C1 (centres undefined)	-11	13	nt

(more compounds)
SMILES	hcGAS inh	NPYLR7 agonist	mcGAS inh
CN(Cc1nc2ccccc2c(=O)[nH]1)S(=O)(=O)NCc1ccccc1	-2	1	-13
CCCC1CCCN(C(=O)c2ccc3c(c2)NC(=O)CCS3)CC1 (centres undefined)	-7	6	nt
Cc1noc(CN2CCN(CC(O)c3cccc(Cl)c3)CC2)n1 (centres undefined)	-7	0	-13
Cc1ccc(-n2ccnc2-c2cccc(OCC(N)=O)c2)c(F)c1	-5	23	nt
Cc1ccc(NC(=O)CN2CCCC(N3CCCC3=O)C2)cc1F (centres undefined)	-4	nt	-14
Cn1ncc2c(Nc3ccc(Cl)cc3)nc(N3CCCC3)nc21	-6	2	nt
COC(=O)C1=C(C)N(c2ccc3c(c2)OCCO3)C(=S)NC1c1ccc(Cl)c([N+](=O)[O-])c1 (centres undefined)	2	-3	nt
CCN(CC)S(=O)(=O)c1cc(N)ccc1Cl	0	4	-14
COc1cc(S(=O)(=O)n2nnc3ccccc32)ccc1Br	-4	0	nt
Cc1ccc(-n2nnnc2N2CCC(C(=O)N3CCCC(C)C3)CC2)cc1 (centres undefined)	1	-3	nt
O=C(c1cc2sccc2[nH]1)N1CCCC(CO)(CCc2ccccc2)C1 (centres undefined)	-5	24	-10
Cc1ccc2nc(-c3ccccc3F)c(NC(=O)Cc3ccc(F)cc3)n2c1	-5	4	-4
COCCN1C(=O)N(Cc2ccccc2)C2(CCN(Cc3ccc4nsnc4c3)CC2)C1=O	0	7	-14
CCC(=O)N=c1sc2c(C)ccc(OC)c2n1CC	3	6	-1
COc1ccc(CNC(=O)c2ccc(NC(=O)c3ccco3)s2)cc1	-5	1	-7
O=c1cccc(-c2cc(NCc3ccccn3)nc3[nH]ccc23)[nH]1	1	10	nt
c1ccc(CC[P+](c2ccccc2)(c2ccccc2)c2ccccc2)cc1	-10	3	-1
Cc1cc(=O)oc2cc(CN(Cc3ccsc3)CC3CCCO3)ccc12 (centres undefined)	-7	30	-11
CC(C)Cn1cc(C(=O)NCC2C3CC4CC(C3)CC2C4)c(=O)c(C(=O)N2CCCCCC2)c1 (centres undefined)	-11	19	-12
CC(C)(C)NC(=O)c1cc(-c2ccccc2F)nc2cc(-c3ccccc3)nn12	-8	12	-9
COc1cccc(C(=O)N2CCN(C(c3ccccc3)c3ccc(C)cc3)CC2)c1 (centres undefined)	-7	12	-9
O=C(NC1CCc2[nH]c3ccc(Br)cc3c2C1)c1ccc(F)c(F)c1F (centres undefined)	3	9	2
CC(C)CNC(=O)Cn1nc(-c2ccccc2)nc1-c1ccccc1	-7	3	-14
COc1ccc(CN(C(=O)c2ccccc2Cl)C2CC2)cc1OS(=O)(=O)C(C)C	-5	-11	-10
O=C(O)c1cccc(N2C(=O)CSC2c2c(F)cccc2Cl)c1 (centres undefined)	-1	0	nt
COCCN(C)C(C(=O)O)c1ccc(F)c(C)c1 (centres undefined)	-9	3	-14
Cc1ccccc1C(=O)NC(C(=O)N1CCc2ccccc21)C(C)C (centres undefined)	-6	1	nt
Cc1ccc2oc(CN(C(=O)c3cccc(C#N)c3)C(C)C)nc2c1	-4	1	-6
N#Cc1ccc(OCc2cc(F)cc3cccnc23)cc1	-2	8	nt
Cc1nn(-c2nc(C)c(C)c(=O)[nH]2)c(C)c1CCC(=O)NC1CC1	-3	1	nt
Cc1cccc(CSc2nc(Oc3ccc(F)cc3F)cc(C(C)C)n2)c1	-6	0	-5
CCCc1[nH]n(-c2cccc(Cl)c2)c(=O)c1C1=C([n+]2ccccc2)C(=O)N(C2CCCCC2)C1=O	-12	8	-12
COCCOc1nc(-c2ccc(C(F)(F)F)cc2)n(-c2ccc(NC(=O)c3cccc(OC)c3)cc2)n1	-13	22	-6
O=C(c1ccccc1)N1CCN2C[C@@H](c3ccccc3)[C@H](CO)[C@H]2C1	-4	2	-4
COc1ccc(C(=O)NCc2nnc(SCc3ccccc3C)n2-c2ccc([N+](=O)[O-])cc2)c(OC)c1	-1	1	-3
CC(Oc1ccc2c(c1)C(c1ccccc1)N(Cc1ccccc1F)CC2)C(=O)NN1CCOCC1 (centres undefined)	0	nt	-1
OCC1CCCN(CCCn2cnnc2)C1 (centres undefined)	-6	27	nt
CCOC(=O)C1CCN(C(c2ccco2)C2Sc3nc(CC)nn3C2=O)CC1 (centres undefined)	-1	-2	-1
CC(C)c1onc(C(=O)N(C)C2CCCCC2)c1[N+](=O)[O-]	-3	4	0
O=C(O)CSc1nnc(-c2ccco2)n1-c1ccccc1C(F)(F)F	-7	-1	nt
CC1=NN(c2nc(C)cc(C)n2)C(=O)C1Cc1ccccc1 (centres undefined)	-13	6	nt
COCCn1c(C)cc(O)c(C(c2ccccn2)N2CCC(Cc3ccccc3)CC2)c1=O (centres undefined)	-2	8	nt
Cc1nc2sccn2c1CN1CCn2nc(C(=O)N3CCCC3)cc2C1	-5	9	nt
O=C(c1ccc(CSc2cccc(C(F)(F)F)c2)cc1)N1C2CCC1CC(Oc1ccc(F)cc1F)C2 (centres undefined)	-2	26	-6
CC(=O)N1C=Cc2ccccc2C1CC(=O)NCc1ccccc1C (centres undefined)	1	-15	nt
COc1ccc(CC(=O)Nc2c(C)nc3cc(C)ccn3c2=O)cc1OC	8	-2	nt
CC(C)n1ccnc1CN1CCC(c2[nH]ncc2Cc2ccccc2)CC1	-7	3	-19
CCC1SC(c2ccc(F)cc2F)N(CCN(C)S(=O)(=O)c2cccc3cccnc23)C1=O (centres undefined)	-5	6	-4
N#CC(C#N)C(=NC12CC3CC(CC(C3)C1)C2)C(F)(F)F	7	nt	1
CCc1nn2c(ncc3c(=O)n(-c4nc(SC)n[nH]4)ccc32)c1-c1ccccc1	-5	1	nt
CCCC(=O)N(C)c1nnc(C23CC4CC(CC(C4)C2)C3)s1	-6	-2	-8
COC(=O)N1C[C@@H](Oc2ccccn2)[C@H]2C[C@@H]1Cc1c2oc2ccccc12	-1	20	-5
Cn1ncc(Br)c1C(=O)NCc1ccccc1	3	-15	3
O=C1NC2=C(C(=O)CCC2)C(c2ccc(OC(F)F)cc2)N1 (centres undefined)	-5&-4	0&3	nt
COc1cc(CN2CCN(Cc3cccc(C(C)=O)c3)CC2CCO)cc(OC)c1 (centres undefined)	-11	12	nt
Cc1cc(CO)c(OCCOCCOc2c(CO)cc(C)cc2CO)c(CO)c1	62*	-9	nt
Cc1cc(C)c(-c2nc3cc4[nH]c(=O)[nH]c4cc3[nH]2)c(-n2cccn2)c1	-7	-1	nt
O=C(Cn1nc(C2CC2)c2cnn(-c3ccc(F)cc3)c2c1=O)OCc1ccccc1	-7	6	nt
O=C(NCCCn1cnc2ccccc21)c1cc(Cl)ccc1F	-7	1	nt
CCCCCC[n+]1cccc2ccccc21	-3	5	nt
More entries follow.
SMILES	hcGAS inh	NPYLR7 agonist	mcGAS inh
CCc1ccc(S(=O)(=O)NCC2(c3cccs3)CC2)s1	-8	6	-7
Cc1cc2occ(CC(=O)N3CCC(C(N)=O)C3)c2cc1C (centres undefined)	-16	-2	nt
COc1cccc(CO[C@]2(C(=O)NCCN3CCOCC3)CC(OCc3ccccc3C#N)[C@@H]3OC(C)(C)O[C@@H]3C2)c1 (some centres undefined)	0	15	-5
O=C(NC1CC2CCC(C1)N2Cc1ccoc1)c1cc(C(F)(F)F)cc(C(F)(F)F)c1 (centres undefined)	-5	7	-6
Cc1cccc(NC(=O)CSc2nnc(N3CCOCC3)n2C2CC2)c1C	-8	6	nt
CCNc1ccc(S(=O)(=O)N(CC)CC)cc1NC(=O)c1ccccc1F	-3	-4	-18
CCOCCNC(=O)c1ccc(-n2nc(C(=O)OCC)cc2-c2cccc(OC)c2)cc1	-3	2	-4
CCOc1ncccc1C(=O)N1CCOC(COc2ccc(F)cc2)C1 (centres undefined)	-4	4	nt
COc1cc(OC)c(OC)cc1C=C1N=C(c2cccc(C)c2)OC1=O	-6	3	nt
Cc1ccc2c(=O)c(C(=O)Nc3ccc(F)cc3)c[nH]c2n1	-7	0	-5
CC(=O)N1CCN(C(C)(C)c2nnnn2-c2c(C)cccc2C)CC1	-6	3	nt
Cc1ccc(S(=O)(=O)NNC(=O)c2cncn2-c2ccc(F)cc2)cc1	-6	2	nt
CSc1nnc(C)c(=O)n1COC(=O)c1cc(C(F)(F)F)cc(C(F)(F)F)c1	-3	3	0
Cc1ccccc1-c1nc(COc2ccccc2OCC(N)=O)c(C)o1	-3	25	nt
COCC1CCN(c2nc3nonc3nc2NCc2ccccc2)CC1	-9	2	nt
Cc1[nH]ncc1C(=O)N1CCC(OCCC(C)C)C1 (centres undefined)	-7	-1	nt
C/C=C/COC(=O)C1=C(C)NC(=O)NC1c1ccc(CC)cc1 (centres undefined)	-3	-2	0
CCOc1ccc(NC(=O)CNC(c2ccc(F)cc2)C(C)C)cc1 (centres undefined)	0	-2	0

Of the compounds above, these contain a Cl atom:
SMILES	hcGAS inh	NPYLR7 agonist	mcGAS inh
O=c1nc(SCc2ccc(Cl)cc2)c2c(n1CC1CCCO1)CCCC2 (centres undefined)	-6	-4	-9
CCOCCC(=O)N1CCN(Cc2cccc(-c3noc(-c4cccc(Cl)c4)n3)c2)CC1	-5	2	-6
CCN(CC)CCNC(=O)c1cc(NC(=O)Nc2cccc(Cl)c2Cl)ccc1N1CCCCC1	-5	29	-6
Cc1noc(CN2CCN(CC(O)c3cccc(Cl)c3)CC2)n1 (centres undefined)	-7	0	-13
Cn1ncc2c(Nc3ccc(Cl)cc3)nc(N3CCCC3)nc21	-6	2	nt
COC(=O)C1=C(C)N(c2ccc3c(c2)OCCO3)C(=S)NC1c1ccc(Cl)c([N+](=O)[O-])c1 (centres undefined)	2	-3	nt
CCN(CC)S(=O)(=O)c1cc(N)ccc1Cl	0	4	-14
COc1ccc(CN(C(=O)c2ccccc2Cl)C2CC2)cc1OS(=O)(=O)C(C)C	-5	-11	-10
O=C(O)c1cccc(N2C(=O)CSC2c2c(F)cccc2Cl)c1 (centres undefined)	-1	0	nt
CCCc1[nH]n(-c2cccc(Cl)c2)c(=O)c1C1=C([n+]2ccccc2)C(=O)N(C2CCCCC2)C1=O	-12	8	-12
O=C(NCCCn1cnc2ccccc21)c1cc(Cl)ccc1F	-7	1	nt
